# Source: PubChem BioAssay
# Fh CTSL1 inh = Fasciola hepatica cathepsin L1 inhibitors, primary screen, counter-screen for PFM18AAP inhibitor project, biochemical, QFRET, fluorogenic peptide substrate; recombinant F. hepatica cathepsin L1, Z-Leu-Arg-MCA fluorescence; inhibition, % at 5.96 µM; 0.49% of 300,000 active; AID 1906, 2009;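 active means inhibition above the mean of all tested compounds plus 3 SD, set per screening campaign, cut at about 17% in these data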;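 further: 0% = plate median of test compound wells and 100% = 1 µM Z-Phe-Ala-diazomethylketone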
# PREPL inh = PREPL enzyme inhibitors, primary screen, biochemical, fluorescence polarization; recombinant PREPL, fluorescence polarization activity-based probe; 0.68% of 320,000 active; inhibition, % at 5.96 µM; in the data active means inhibition above about 43%;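 further: 0% = enzyme with DMSO and 100% = wells lacking enzyme; many of its hits are not listed in these tables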
# PP1 counter = PP1-alpha phosphatase inhibitors, primary screen, counter-screen for PP5 inhibitor project, biochemical, fluorescence, OMFP substrate, single point | Serine/threonine-protein phosphatase PP1-alpha catalytic subunit (Homo sapiens), P62136 | purified PP1alpha | inhibition, % at 6.7 µM | 0.9% of 320,000 active | AID 2235, 2010;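 active means inhibition above the mean inhibition of all tested compounds plus 3 SD, computed separately for each screening campaign, cut at about 15% in these data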
# Target sequence (P62136 whole entry, looked up): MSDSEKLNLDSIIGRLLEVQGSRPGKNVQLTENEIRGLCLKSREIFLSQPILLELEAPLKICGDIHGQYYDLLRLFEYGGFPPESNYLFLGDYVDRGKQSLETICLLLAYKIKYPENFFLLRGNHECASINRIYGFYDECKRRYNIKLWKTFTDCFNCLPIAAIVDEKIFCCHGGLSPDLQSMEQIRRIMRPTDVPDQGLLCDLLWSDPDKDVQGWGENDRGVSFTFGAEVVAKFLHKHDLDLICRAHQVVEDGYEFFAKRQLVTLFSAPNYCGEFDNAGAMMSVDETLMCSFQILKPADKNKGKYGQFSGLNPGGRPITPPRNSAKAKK
# Efflux pump inh = inhibitors of Candida efflux pumps in yeast, primary screen, S. cerevisiae, Nile Red, multiplex; S. cerevisiae Candida pump triplex; inhibition, % at 10 µM; 0.44% of 330,000 active; AID 485275, 2010;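 active means plate passing quality check with inhibition over a set limit, or well fluorescence over plate mean plus 4 SD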;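 further: Nile Red retained in pooled yeast measured as flow cytometry median fluorescence; 0% = buffer negative control and 100% = Enniatin B positive control; higher means more Nile Red kept so more efflux inhibition; some compounds called inactive have numbers as strong as hits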
# TPT1 inhibitor = Candida albicans TPT1 enzyme inhibitors, primary screen, biochemical, fluorescence polarization; recombinant caTPT1, FP RNA substrate dephosphorylation; inhibition, % at 5 µM; 0.81% of 300,000 active; AID 1962, 2009;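 active means inhibition above the mean of all tested compounds plus 3 SD, set per screening campaign, cut at about 24% in these data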;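 further: plate controls were DMSO alone for no effect and ferristatin control at 100 nM for full effect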
# LYPLA2 inh = LYPLA2 inhibitors, primary screen, counter-screen for PME1 inhibitor project, biochemical, fluorescence polarization, FP-Rh probe ABPP. recombinant LYPLA2. 0.38% of 320,000 active. inhibition, % at 5.9 µM. Acyl-protein thioesterase 2 (Homo sapiens), O95372;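 active means inhibition above the screen-wide mean plus 3 SD, limit set per campaign, cut at about 26% in these data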;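 further: 0% = LYPLA2 with DMSO and 100% = wells lacking LYPLA2 enzyme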
# Target sequence (O95372 whole entry, looked up): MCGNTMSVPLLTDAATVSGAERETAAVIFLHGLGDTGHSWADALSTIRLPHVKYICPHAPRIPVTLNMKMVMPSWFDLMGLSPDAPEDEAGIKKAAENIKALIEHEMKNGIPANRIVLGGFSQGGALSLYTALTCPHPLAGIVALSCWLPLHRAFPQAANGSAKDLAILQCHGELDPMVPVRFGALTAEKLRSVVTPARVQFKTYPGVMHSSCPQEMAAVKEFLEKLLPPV
# JMJD2C inh = inhibitors of GASC-1 histone demethylase, primary screen, biochemical, fluorescence, DELFIA europium. Lysine-specific demethylase 4C (Homo sapiens), Q9H3R0. GST-JMJD2C(1-420) H3K9me3 demethylation. inhibition, % at 2.35 µM. 0.069% of 330,000 active. AID 2099, 2009;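 active means more than half of a compound's replicate wells show inhibition beyond 50%, single wells judged on their own value; inconclusive means some, but no more than half, of replicates pass 50% inhibition; inactive means no replicate passes 50% inhibition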;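 further: signal counts dimethyl H3K9 product captured on neutravidin plate; 0% = median of DMSO wells and 100% = 0.3 times that DMSO median; strong numbers were not always called active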
# HCV core dimer = inhibitors of HCV core protein dimerization, primary screen, biochemical, TR-FRET, high-throughput. inhibition, % at 5 µM. TR-FRET GST/Flag-core106 dimerization, 1536-well. 0.33% of 300,000 active;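 active means inhibition above the mean of all tested compounds plus 3 SD, set per screening campaign, cut at about 45% in these data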
#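 Test system: GST/Flag-tagged HCV core106 proteins; Medium: KF-containing HEPES buffer, pH 7.45, DTT, CHAPS, BSA; Times: compound-protein-antibody incubation 4 h at 22.5 °C; Detection: TR-FRET 671 and 617 nm emission; Benchmarks: wells lacking GST-core106 and wells with excess unlabelled core106.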
# PP5 inh = PP5 phosphatase inhibitors, primary screen, biochemical, fluorescence | Serine/threonine-protein phosphatase 5 (Homo sapiens), P53041 | purified PP5c, OMFP substrate fluorescence | inhibition, % at 6.7 µM | 0.18% of 320,000 active;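 active means inhibition above the campaign's mean inhibition across all tested compounds plus 3 SD, cut at about 9.5% in these data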;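 further: 0% = DMSO only and 100% = 100 µM cantharidin control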
# Target sequence (P53041 whole entry, looked up): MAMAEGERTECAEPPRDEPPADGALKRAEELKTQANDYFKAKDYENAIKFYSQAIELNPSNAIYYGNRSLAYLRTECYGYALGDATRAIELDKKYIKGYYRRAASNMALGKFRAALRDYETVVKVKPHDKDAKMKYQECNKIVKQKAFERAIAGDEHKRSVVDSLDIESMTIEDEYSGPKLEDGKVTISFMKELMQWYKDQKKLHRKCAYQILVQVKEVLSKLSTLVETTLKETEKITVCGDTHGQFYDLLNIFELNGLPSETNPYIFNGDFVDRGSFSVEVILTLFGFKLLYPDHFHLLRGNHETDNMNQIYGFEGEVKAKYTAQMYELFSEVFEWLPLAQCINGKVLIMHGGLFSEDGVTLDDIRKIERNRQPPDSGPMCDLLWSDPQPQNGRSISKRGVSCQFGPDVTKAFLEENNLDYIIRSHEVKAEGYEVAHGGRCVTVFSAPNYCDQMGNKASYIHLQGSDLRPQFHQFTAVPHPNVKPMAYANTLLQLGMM
# * hit, by the source's call; ? = inconclusive; · = not tested or not shown.
SMILES,Fh CTSL1 inh,PREPL inh,PP1 counter,Efflux pump inh,TPT1 inhibitor,LYPLA2 inh,JMJD2C inh,HCV core dimer,PP5 inh
CCCCn1cnc2c([nH]c3cc(OC)ccc32)c1=O,1.4,0.7,9.0,0.1,4.5,-2.7,-5.4,-18.3,1.8
COc1ccc(CCNC(=O)c2cc(-c3ccc(Cl)c(Cl)c3)oc2C)cc1,3.0,-85.9,-1.8,-0.2,-1.3,-26.4,-3.9,0.5,2.2
Cn1c(SCC(=O)N2CCN(Cc3ccccc3)CC2)nnc1-c1ccncc1,-0.9,3.4,-1.9,0.0,-1.5,5.8,-1.8,-5.4,2.9
CCOc1cc(C2NC(=O)NC(O)(C(F)(F)F)C2C(=O)c2ccc(Cl)cc2)ccc1O (stereo not given),-0.5,-0.5,0.4,0.0,-0.6,2.0,2.6,-1.5,1.4
Cc1cccc(OCC(O)CN2CC3(C)CC2CC(C)(C)C3)c1 (stereo not given),-2.1,13.4,-1.3,-0.1,-3.6,5.8,1.7,-7.4,1.6
CCOc1ccc(S(=O)(=O)Nc2cccc(C(=O)N3CCN(C(C)=O)CC3)c2)cc1,-0.5,13.2,-5.0,-0.1,-2.4,3.4,41.9,-3.8,2.2
Cc1ccc(NC(=S)Nc2ccc3[nH]c(=O)[nH]c3c2)cc1C,-7.1,4.0,0.1,0.0,-2.5,-4.1,7.3,-2.1,0.1
Cc1nc2c(C)cccn2c1C(=O)c1ccccc1,-1.9,-5.8,1.9,-0.2,-3.4,3.6,0.4,-5.2,-1.5
CNC(=O)CSc1nnc(-c2ccccc2F)n1CCc1ccccc1,2.2,9.8,-1.7,0.0,-1.9,-1.4,3.4,3.0,-0.7
O=C(NCC1CCCO1)c1ccccc1-c1nc(-c2ccc(Cl)cc2)no1 (stereo not given),-2.9,6.6,-3.6,0.0,-1.2,-0.8,6.5,9.8,-0.7
c1ccc2[nH]c(SCc3ccc(-c4nnco4)cc3)nc2c1,-2.6,20.9,-4.0,0.1,0.9,6.9,-3.0,3.2,-1.7
CCOc1ccc(NC(=O)CN(C)C(=O)C2CCCC2)cc1OCC,3.6,10.0,-2.7,0.1,4.5,-1.1,-3.2,-3.3,0.0
Cc1ccc(C(=O)Cc2nc3ccccc3[nH]2)cc1,1.4,7.7,1.8,-0.1,0.5,6.0,-2.2,0.1,-2.2
CSc1ccc(S(=O)(=O)Nc2ccc(OCC(=O)N3CCOCC3)cc2)cc1,-2.3,-1.4,-4.4,0.0,-4.9,-2.3,-5.7,4.5,2.3
COc1ccc(CCNC(=O)CSc2nnc(Cc3cccn3C)n2C)cc1OC,3.5,11.5,-2.9,0.2,-0.6,-3.2,-1.0,3.9,-0.1
COc1nc(N=C(N)N)nc2c(C)cccc12,-0.9,6.5,4.3,-0.2,3.7,5.1,-16.3,-0.8,-1.3
C=CCn1c(SCC(=O)N2CCc3ccccc3C2)nc2ccccc2c1=O,0.5,15.6,-1.1,0.0,-1.6,-6.7,4.1,11.4,3.6
CCOC(=O)c1cnc(SC)nc1Oc1cccc(NS(=O)(=O)c2ccccc2)c1,-2.3,10.3,4.0,0.2,10.8,1.9,-1.8,3.9,1.0
CC(C)(C)NC(=O)CSc1nncn1-c1ccccc1,-2.8,10.1,-5.0,0.0,0.6,0.4,-5.0,-1.4,0.0
COc1ccc(N/C(N)=N/c2nc(C)cc(C)n2)c(OC)c1,-1.1,14.6,-3.1,0.0,1.3,0.2,-7.4,-0.3,-2.0
Cc1ccc(C(=O)Nc2ncccc2O)o1,4.0,13.4,-7.0,0.0,-0.4,3.7,-0.3,-0.7,-2.3
O=C(NNc1ccccc1C(F)(F)F)c1cccs1,-3.7,-2.7,7.4,0.1,-1.4,-1.1,4.7,-3.1,3.9
COc1cc(/C=C2\C(=O)N(CCC#N)N=C2C)ccc1OCC(=O)Nc1ccccc1,-1.5,0.7,1.2,-0.4,-1.3,-3.4,0.5,-2.3,1.1
Cc1ccccc1Nc1c([N+](=O)[O-])ccc2nonc12,0.1,1.0,0.4,-0.1,-0.8,-2.3,-13.6,1.5,0.1
Cc1ccc(O)c(NC(=O)C2CC(c3cccc(Br)c3)=NO2)c1 (stereo not given),6.2,9.4,2.4,0.0,0.7,-1.3,-4.4,14.8,6.8
O=C(NCCc1ccccc1)C1CCCN(S(=O)(=O)c2cccnc2)C1 (stereo not given),-3.2,4.3,-6.8,0.1,0.6,-1.2,16.0,-5.9,2.4
O=S(=O)(NCCS(=O)(=O)N1CCN(c2ccccc2)CC1)c1ccccc1,1.3,-45.8,0.6,0.1,4.4,0.8,1.1,-9.1,0.9
CCCN(C(=O)COC(=O)C12CCC(=O)N1c1ccccc1S2)c1c(N)n(Cc2ccccc2)c(=O)[nH]c1=O (stereo not given),-2.9,0.1,-1.0,0.0,-1.2,7.0,-7.6,-8.8,4.5
O=C(O)c1ccc(N2CCN(c3ccc(Cl)cc3)CC2)c([N+](=O)[O-])c1,2.4,24.2,1.7,-0.1,-3.9,10.5,-13.7,0.1,2.4
Cc1nnc(SCC(=O)O)s1,-0.4,-5.4,-0.7,-0.1,-1.6,1.2,6.3,-0.8,-0.6
CCN(CC)S(=O)(=O)c1ccc(N/N=C/c2cccnc2)nc1,-0.7,7.4,-1.3,0.0,0.2,-3.2,-18.6,-1.2,-1.1
Cc1c(/C(O)=C2/C(=O)C(=O)N(CCN3CCOCC3)C2c2cccnc2)cnn1-c1ccccc1 (stereo not given),1.6,3.3,-1.8,0.1,-3.5,-4.9,19.1,-4.3,2.6
NC(=O)/C=C/C(=O)Nc1ccc(Cl)cc1,2.1,-0.6,-6.8,0.1,0.7,-1.2,-23.5,1.2,-0.8
Fc1ccc(CNC(=S)NC2CCCCC2)cc1,0.4,2.2,0.3,0.4,0.1,9.5,6.8,-3.1,1.4
CCSC1=N/C(=C\c2cccnc2)C(=O)N1c1ccccc1,0.1,-1.3,-1.3,0.1,-0.2,0.7,-5.9,-4.9,2.7
Cc1ccc2ncnc(NCCCN3CCOCC3)c2c1,-2.5,-4.1,-1.6,0.0,-6.5,-0.5,-1.1,-2.8,-0.6
CN1CCN(S(=O)(=O)c2csc(C(N)=O)c2)CC1,-0.4,-3.8,-0.7,-0.1,-1.4,6.2,-2.5,4.8,-1.2
Cc1cc(F)ccc1NCc1cccnc1,-1.1,-4.1,-3.3,0.1,-0.7,-6.7,4.9,-6.2,2.8
CC(C)(C)C1CCC(OCC(O)CN2CCN(Cc3ccccc3)CC2)CC1 (stereo not given),1.9,4.4,2.3,0.1,-2.8,10.4,1.6,-10.9,0.5
Cc1nnnn1/C(=C\c1ccccc1)C(=O)OCC(=O)Nc1ccc(Cl)cc1F,-1.4,-5.3,-1.8,0.2,-3.5,2.8,3.0,2.4,0.0
COC(=O)[C@@]1(Cc2ccc(OC)cc2)[C@H]2c3cc(C(=O)N4CCCC4)n(CCn4cc([N+](=O)[O-])nc4C)c3C[C@H]2CN1C(=O)c1ccccc1,3.7,10.4,-3.5,·,-4.2,-0.6,-1.4,19.6,0.3
O=C1C2CCCN2C(=S)N1C1CCCCC1 (stereo not given),-0.2,-3.2,-2.1,0.0,-1.6,-0.5,36.1,1.2,1.7
CCCn1nc(C(=O)NCCc2ccc(S(N)(=O)=O)cc2)c2ccccc2c1=O,-1.3,9.8,-1.8,-0.1,-5.1,3.7,-17.1,0.7,1.4
OCc1cc(-c2ccccn2)no1,-1.8,19.7,2.7,·,-2.8,-2.2,-4.6,-18.3,-1.1
Nc1ccc(C(=O)OCC(=O)N2c3ccccc3Sc3ccccc32)cc1[N+](=O)[O-],-0.9,-6.2,-2.4,-0.1,1.1,-32.5,-42.6,5.3,6.0
Cc1ccc2c(c1)nnn2C1CCN(S(=O)(=O)c2ccc(C(=O)N3CC(C)CC(C)C3)cc2)CC1 (stereo not given),-3.8,1.0,-2.5,0.1,3.0,0.7,?,12.0,0.6
O=C(Nc1ccc(Nc2ccccc2)cc1)c1c(F)c(F)c(F)c(F)c1F,2.7,9.0,3.7,0.3,-0.4,3.4,13.3,-4.0,6.7
CCOC(=O)c1[nH]c(C)c(C(=O)NC2CCCCCC2)c1C,-2.3,8.1,-4.3,0.1,2.2,-6.2,-37.2,-3.5,-1.1
O=C(c1cnccn1)N1CCN(S(=O)(=O)c2ccc3ccccc3c2)CC1,-1.6,-2.6,-1.4,-0.2,0.1,-1.4,3.1,-1.8,3.3
CC(C)CNS(=O)(=O)c1ccc(OCC(=O)Nc2ccc(F)cc2F)cc1,6.0,-2.2,-1.1,0.0,-2.9,6.6,-0.8,-1.2,4.2
O=C1CSC(c2cccc([N+](=O)[O-])c2)N1c1ccccc1 (stereo not given),2.3,0.9,-3.6,-0.1,-2.9,10.3,-17.8,1.3,-2.1
COc1cc(/C=N/N(C)C)ccc1OC(=O)c1cccs1,-19.4,25.3,-3.4,-0.1,-1.1,3.1,5.9,-2.4,3.1
C=C(C)COc1ccc2c(C)c(CC(=O)N3C[C@H]4C[C@@H](C3)c3cccc(=O)n3C4)c(=O)oc2c1,10.1,11.3,5.5,0.0,-0.9,1.2,?,11.3,1.8
Cc1ccc(OC(=O)c2ccc3nc(C)sc3c2)cc1,-3.4,4.9,2.8,-0.1,-4.1,8.3,36.4,23.1,1.8
Cc1ccc(C(=O)Nc2cccnc2N2CCN(C)CC2)cc1,2.6,4.5,-4.6,-0.6,-1.9,9.4,-0.2,-2.1,-1.7
COC(=O)c1cc(CNC(=O)C(C)NS(=O)(=O)c2ccc(C)c(C)c2)ccc1OC (stereo not given),-1.4,-3.3,-0.9,0.0,3.1,-4.8,1.9,-4.1,3.5
C=CCNC(=S)NS(=O)(=O)c1cccs1,1.2,11.1,-3.2,0.0,-3.0,9.1,2.5,1.8,-2.0
O=C(NN1CCOCC1)c1cccc(Br)c1,2.8,10.3,1.3,0.2,2.0,-7.8,-25.2,2.4,1.3
Cc1cc(C)c2[nH]c(=O)c(C(c3nnnn3CC3CCCO3)N3CCC(C)CC3)cc2c1 (stereo not given),3.1,13.3,-2.7,-0.1,3.5,5.6,-6.6,1.4,-0.2

# Part of the list above, limited to PREPL inh and JMJD2C inh.
Structure | PREPL inh | JMJD2C inh
CC(C)CNS(=O)(=O)c1ccc(OCC(=O)Nc2ccc(F)cc2F)cc1 | -2.2 | -0.8
O=C(NN1CCOCC1)c1cccc(Br)c1 | 10.3 | -25.2

# This is a subset; count on the stated rates, not on these rows.
